Screens deposited in PubChem BioAssay by Broad Institute.
EWS-Fli block = blocks EWS/Fli oncoprotein-driven transcription; AID 651661; inhibition, % at 12.6 µM; 350,000 tested, 0.67% active; A673 NR0B1-luciferase reporter, viability-normalised;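 active = mean inhibition of at least 50% after viability correction, with every replicate also passing that limit; inconclusive = mean reaches 50% but only one of two replicates passes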;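 note: firefly luciferase signal divided by Alamar Blue viability fluorescence both relative to DMSO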
ERp5 block = ERp5 (human) disulfide isomerase inhibition. Q15084. ERp5 insulin aggregation, absorbance 650 nm, 90 min. inhibition, % at 9.99 µM. 350,000 tested, 0.05% active. AID 651711;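 active = mean replicate inhibition above about 25%, with every replicate also reaching it, limit read from the data, passing the limit was not always enough; inconclusive = only one of those two criteria met; inactive = neither criterion met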
Target sequence (Q15084 whole entry, looked up): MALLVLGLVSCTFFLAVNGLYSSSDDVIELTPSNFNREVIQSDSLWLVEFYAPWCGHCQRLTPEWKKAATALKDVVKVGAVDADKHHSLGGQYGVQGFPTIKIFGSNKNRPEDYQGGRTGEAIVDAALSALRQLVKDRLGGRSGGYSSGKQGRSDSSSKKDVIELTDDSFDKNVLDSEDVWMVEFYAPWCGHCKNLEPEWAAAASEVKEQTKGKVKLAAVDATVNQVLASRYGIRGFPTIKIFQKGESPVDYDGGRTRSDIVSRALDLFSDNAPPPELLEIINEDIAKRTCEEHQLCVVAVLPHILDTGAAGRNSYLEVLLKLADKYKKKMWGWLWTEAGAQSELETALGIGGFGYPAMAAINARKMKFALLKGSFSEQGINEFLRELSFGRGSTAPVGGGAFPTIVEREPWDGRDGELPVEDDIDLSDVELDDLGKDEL
PAX8 reporter = inhibitors of PAX8 transcriptional activity in RMG-I cells. RMG-I TPO-luciferase reporter, SteadyGlo, 24 h. inhibition, % at 12.6 µM. 360,000 tested, 1.2% active;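 active = mean replicate inhibition at least 60% with every replicate also reaching 60%; inconclusive = only one of the two criteria is met; inactive = mean below 60% and not all replicates reaching 60%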;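 note: luciferase light reporting Pax8 driven TPO promoter activity; plate controls were median of neutral control wells for no effect and mitoxantrone controls for full effect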
F508del corr = CFTR F508del correction in bronchial cells; CFBE cells, YFP halide quenching; stimulated with forskolin plus potentiator P3; % fluorescence drop versus neutral controls; activity (quench increase), % at 7.58 µM; 350,000 tested, 0.36% active;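 active = mean added fluorescence quench of at least 8% versus neutral control, with both replicates also reaching 8%; inconclusive = only one of the mean or replicate conditions met; inactive = mean below 8% and not both replicates reaching 8%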;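 note: cells transiently co-express mutant CFTR-F508del with the halide-sensitive YFP; corrector assay measuring rescue of mutant channel to the surface after 24 h compound exposure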
ARNT-TACC3 inh = disruptors of human ARNT/TACC3 interaction | inhibition, % at 9.99 µM | AlphaScreen His-ARNT PAS-B/GST-TACC3 binding, luminescence; TACC3 fragment carries E629A point mutation | AID 623870 | Q9Y6A5 | 390,000 tested, 0.66% active;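 active = mean inhibition of replicates at least 50% and at least half of replicates each reaching 50%; inconclusive = half or more replicates reach 50% but mean below 50%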;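 note: 0% = complete ARNT plus TACC3 wells and 100% = ARNT alone without TACC3; many hits fall short of the cut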
DENV2 CPE = inhibitors of DENV2 cytopathic effect; DENV2-infected cells, cytopathic effect rescue, plate reader; CPE inhibition, % at 9.99 µM; 350,000 tested, 1.7% active; AID 651640; in the data active = CPE inhibition above about 20%, passing the limit was not always enough; inconclusive = no clear call, values can overlap the other calls; tested in BHK-21 cells;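 note: 0% = median of neutral control wells and 100% = median of positive control wells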
INS-1E GSIS act = GLuc luminescence reporter in INS-1E cells, primary screen for activators of glucose-dependent secretion of insulin. 370,000 tested, 0.61% active. activation, % at 16.6 µM. INS-1E GLuc reporter insulin secretion, 2-3 h;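 active = lowest replicate activation of at least 40%, so every replicate reaches that level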;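 note: 0% = median of neutral control wells and 100% = median of IBMX positive control wells; some compounds called inactive have numbers as strong as hits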
Xi reactivation = X-chromosome reactivation activator. 360,000 tested, 0.055% active. activation, % at 7.58 µM. XiGFP mouse fibroblasts, % GFP-positive cells imaging, 3 d; cells co-treated with 5-aza-dC sensitizer; scaled so ellipticine positive control = 100%;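 active = mean normalized replicate activation at least 10% and every replicate at or above 10%; inconclusive = only one of the two criteria met; inactive = mean below 10% and not all replicates reach 10%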;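 note: 0% = median of on-plate neutral control wells and 100% = ellipticine 6 µM median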
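System: 68-5-11 XiGFP fibroblast line; Timing: 3 days compound exposure; Compound dosing: one concentration, pinned; Benchmarks: positive control ellipticine, 6 µM final; Buffer or medium: DMEM containing 5-aza-dC.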
The depositor's hits bear a star; ? = inconclusive; · = not tested or not shown; & = joins results of further samples.

SMILES	EWS-Fli block	ERp5 block	PAX8 reporter	F508del corr	ARNT-TACC3 inh	DENV2 CPE	INS-1E GSIS act	Xi reactivation
C[C@H](CO)N1C[C@H](C)[C@@H](CN(C)C(=O)NC2CCCCC2)Oc2c(NC(=O)C3CCCCC3)cccc2C1=O	-2&1	-6&-5	0	-0.1&0.2	-7&-6	-8&1	5&8	0.1&0.1
C[C@@H]1CN([C@@H](C)CO)C(=O)c2cc(NC(=O)C3CC3)ccc2O[C@H]1CN(C)C	0&-3	-6&4	-12	-0.9&-2.2	6&7	-9&9	48	-0.2&0.6
CC(=O)Nc1ccc(C(=O)N2CCCCC2c2cc(C(=O)NC(C)C)no2)cc1 (stereo not drawn)	1	-1	-14	-1.4	·	7	-8	-0.1
CNC[C@@H]1Oc2c(NC(=O)NC3CCCCC3)cccc2C(=O)N([C@H](C)CO)C[C@H]1C	-6	1	-1	1.9	-11	4	2	0.9
O=C(NCCCCCCNC(=O)OCCO)OCCO	6	4	-16	-2.6	-8	5	7	0.0
Cc1cc2ccccn2c1C(=O)c1cc([N+](=O)[O-])cc([N+](=O)[O-])c1	14	6	24	1.0	16	·	-3	0.0
CCn1c(SCC(=O)N2CCC(C)CC2)nc2c(c1=O)SC(C)C2 (stereo not drawn)	1	-5	10	0.9	-5	0	16	0.1
Cc1ccc(-n2nc(C)c(/C=N/n3c(C)n[nH]c3=S)c2Cl)cc1	15	6	-6	-3.3	-3	0	35	-0.1
c1ccc(CSc2ccc(-c3cccs3)nn2)nc1	-103	-3	-125	-2.0	-5	3	8	0.1
CN(C(=O)CSc1nnc(-c2cccnc2)n1-c1ccccc1F)C1CCS(=O)(=O)C1 (stereo not drawn)	0	6	2	1.0	-2	-9	·	0.1
CCOC(=O)C1=CCN(S(=O)(=O)c2ccc(Br)cc2)C1c1ccccc1 (stereo not drawn)	3	3	9	-0.7	·	-2	-10	0.0
Cc1ccc2ncnc(Nc3cccc([N+](=O)[O-])c3)c2c1	9	-1	13	1.4	6	7	19	0.1
COc1ccccc1NC(=S)N1CCC(c2nc3cc(C)c(C)cc3[nH]2)CC1	4	4	·	-0.8	-3	18	-8	·
C[C@@H]1CCCCO[C@@H](CN(C)S(=O)(=O)c2ccccc2)[C@H](C)CN([C@@H](C)CO)C(=O)c2cc(NC(=O)c3ccncc3)ccc2O1	2	4	-22	-1.7	-5	-11	-13	0.0
CCCCCC(=O)NNC1CC(=O)N(c2ccccc2)C1=O (stereo not drawn)	7	3	-7	0.6	·	2	-11	0.3
CC(=O)Nc1nc2cc3c(cc2s1)OCO3	-35	2	-144	-2.4	-5	8	5	0.0
Cc1c(CN2CCC(C(=O)Nc3cccc(-c4cccc(Cl)c4)c3)CC2)cnn1C	·	2	15	1.4	13	1	-4	0.0
CCCC#Cc1ccc([C@H]2[C@@H](CO)N3C(=O)CN(C(=O)c4ccncc4)C[C@H]23)cc1	0	-11	·	-0.8	·	-12	7	0.0
CCCCCCCCN1C(=O)[C@@H](CC(=O)NCc2cccc3ccccc23)C[C@@]2(C(=O)OC)C1=C[C@H](C1CCCC1)O[C@@H]2C	12	-8	10	-0.5	·	?	-54	0.0
O=C(C[N+]1(CC#Cc2ccccc2)CCCCC1)c1ccc(Cl)cc1	8	-2	10	-0.3	1	-3	-1	-0.1
NC(=O)NC(c1ccccc1)c1cccc2ccccc12 (stereo not drawn)	-2	8	·	3.0	-4	·	-17	·
Cc1nc(-c2ccccc2)nc(-c2ccccc2)n1	-14	1	9	0.8	-1	-10	6	0.0
CCOC(=O)c1ccc(S(=O)(=O)N(CCO)Cc2cc3cc(OC)c(OC)cc3[nH]c2=O)cc1	-4	0	6	-1.7	9	1	5	-0.3
Cc1cc(C(F)(F)F)n(-c2nc(C(=O)NNS(=O)(=O)c3ccccc3[N+](=O)[O-])cs2)n1	4	4	-3	-1.0	3	·	26	0.0
O=C(Oc1nsnc1N1CCOCC1)N1CCOCC1	-5	0	·	2.3	-8	12	2	·
O=C(C1CC1)N1c2ccccc2Sc2ccccc21	15	3	5	4.9	-9	-1	-3	0.4
CCC12CN(C(=O)c3ccco3)CC(CC)(CN(C(=O)c3ccco3)C1)C2=O	0	-4	10	1.2	26	2	15	0.2
CC12CCC3C(CCC4CC(O)CCC43C)C1CC(=O)C2 (stereo not drawn)	-5	8	5	0.7	·	7	4	0.5
CCOC(=O)CCN(Cc1ccccc1)S(=O)(=O)c1csc(C(N)=O)c1	·	-3	6	0.1	-9	2	4	0.2
Cc1ccc(C)c(C(=O)CN2C(=O)NC3(CCCCCCC3)C2=O)c1	6	-1	-6	2.0	-5	12	20	2.1
N#CC1CC(c2ccccc2)=NN1c1ccccc1[N+](=O)[O-] (stereo not drawn)	-136	-3	-136	-1.3	-5	0	-6	0.1
C[C@@H]1CN([C@@H](C)CO)C(=O)c2ccccc2-c2ccccc2CO[C@H]1CN(C)C(=O)[C@H](Cc1ccccc1)N(C)C	0	-1	-37	3.2	-8	12	10	0.2
CCc1nc2sccc2c(=O)n1N	2	4	4	-0.3	13	6	-2	0.0
O=c1[nH]c(C2CCCCC2)nc2ccccc12	·	·	13	·	4	·	14	0.3
COc1cc(OC)cc(C(=O)N2CCN(S(=O)(=O)c3ccc(Cl)s3)CC2)c1	4	3	7	1.4	8	0	-5	0.0
Cc1ccc(S(=O)(=O)N2CCN(C(=O)N3CCOCC3)CC2)c(C)c1	0	-3	10	-4.2	-12	-1	1	0.1
CNC(=S)N1N=C(c2ccc(C)cc2)CC1c1ccc(OC)c(OC)c1 (stereo not drawn)	·	·	2	·	5	·	1	0.2
O=S(=O)(NC1CCN(S(=O)(=O)c2c(F)cccc2F)C1)c1ccc2c(c1)OCCO2 (stereo not drawn)	26	-1	3	1.4	-3	19	-17	0.0
Cc1ccc(CNC(=O)Cn2c([N+](=O)[O-])cnc2C)cc1	5	4	·	2.9	-6	2	-8	·
Cc1ccc(NC(=S)N2C3CCCC2CC(NC(=O)C2CC2)C3)cc1C (stereo not drawn)	5	0	6	3.0	-33	-8	-51	0.0
CN1CCC(=NOc2ccc([N+](=O)[O-])cc2)CC1	-103	2	-76	·	4	19	15	0.0
Cc1cc(C)c(C#N)c(SCS(=O)Cc2ccc(Cl)cc2)n1 (stereo not drawn)	1	0	·	0.7	-12	-3	-18	·
C[C@@H]1CN([C@@H](C)CO)C(=O)c2cc(-c3ccc(F)cc3)cnc2O[C@@H]1CN(C)CC1CC1	1	0	·	-7.3	-4	6	6	1.2
CN(CC(=O)Nc1cccc(F)c1)C(=O)c1cccc2ccccc12	-5	-1	-12	-2.3	2	?	-11	0.1
Cc1ccccc1NCC(=O)N/N=C\c1ccc2c(c1)OCO2	-7	4	8	-2.3	11	6	-10	0.1
Cc1ccc(COCCN2CCN(S(=O)(=O)c3ccccc3)CCC2=O)cc1	1	4	-5	1.0	-7	9	1	2.5
Cc1noc(C)c1NC(=O)Nc1ccc2c(c1)C(=O)N([C@H](C)CO)C[C@@H](C)[C@H](CN(C)Cc1ccc3c(c1)OCO3)O2	-2	1	6	-0.6	-3	·	5	0.1
C[C@H]1CN([C@@H](C)CO)C(=O)CCCn2cc(nn2)CO[C@@H]1CN(C)C(=O)Cc1ccccc1	1&-7&2	-7&-3	16&-9&1	2.9&-1.3&0.0	-5	-8&-3	5&10	0.1&-0.2
CCCNC(=O)N1CC2(C1)[C@@H](c1ccccc1)[C@H](CO)N2C(=O)CC1CC1	6	6	-16	1.6	·	-1	15	0.0
CCC(=O)N1CCCCN2[C@H](CO)[C@H](c3ccc(C#Cc4ccccc4F)cc3)[C@H]2C1	-9	·	-32	3.9	-2	·	2	0.0
The listing continues:
SMILES	EWS-Fli block	ERp5 block	PAX8 reporter	F508del corr	ARNT-TACC3 inh	DENV2 CPE	INS-1E GSIS act	Xi reactivation
CC(=O)Nc1ccc(S(=O)(=O)NCCC(=O)NC(C)c2cccs2)cc1 (stereo not drawn)	7	-10	9	-1.2	·	7	-10	-0.1
COc1ccc(/C=C/C(=O)O)cc1S(=O)(=O)N1CCCC1	8	2	-31	-3.0	-2	2	·	-0.1
Cn1c(C=O)c(C#Cc2ccccc2)c2ccccc21	-11	3	2	-1.2	-7	2	-5	0.1
Cc1ccc(Nc2nc(Cl)nc(NC3CCCCC3)n2)cc1	-49	1	-26	-0.8	-6	-2	0	0.0
CCOc1ccc(S(=O)(=O)N2CC(=O)Nc3ccccc32)cc1C#N	-2	-2	-1	-1.9	1	-5	6	-0.1
C[C@H](CO)N1C[C@H](C)[C@H](CN(C)CC2CCCC2)Oc2ncc(-c3cccc(F)c3)cc2C1=O	28	-5	0	-1.2	·	5	23	-0.2
CCC(C)NC(=O)Cn1cnc2sc(C)c(S(=O)(=O)N3CCN(c4ccccc4OC)CC3)c2c1=O (stereo not drawn)	0	5	-1	-1.8	-1	2	30	0.1
CC(C)CCNC(=O)C1CC(c2ccccc2C(F)(F)F)=NO1 (stereo not drawn)	-7	-2	-18	3.0	-1	35*	2	0.0
C[C@@H]1CN([C@H](C)CO)C(=O)CCCn2cc(nn2)CO[C@@H]1CN(C)C	2	-1	·	2.8	-5	-2	-2	-0.5
C/C(=N/NS(=O)(=O)c1ccc(Br)cc1)c1c[nH]c2ccccc12	11	-5	-14	-1.0	-22	-1	11	0.1
Cc1cc(/C=C2\SC(=O)N(C)C2=O)c(C)n1-c1cccc(C(=O)O)c1	-5	1	-15	-2.5	8	1	11	0.0
COc1ccc(OC)c(NC(=O)Cc2c(C(=O)O)n(C)c3ccccc23)c1	6	2	0	-1.7	-1	1	19	0.1
Cc1ccn2c(NC(=O)C(C)(C)Oc3ccc(Cl)cc3)c(-c3cccs3)nc2c1	·	·	14	·	41	·	-21	0.0
CCOC(=O)c1c(C)n(C)c2ccc(OC(=O)c3ccc(N4C(=O)CCC4=O)cc3)cc12	-1	6	7	-0.8	5	-4	15	0.2
C[C@@H]1CCCCO[C@H](CN(C)C(=O)Nc2ccccc2)[C@H](C)CN([C@H](C)CO)C(=O)c2cc(NC(=O)CCCN(C)C)ccc2O1	-14	-1	-6	-0.5	·	-10	17	0.0
O=C(C[C@H]1C[C@@H]2c3cc(NC(=O)CC4CC4)ccc3O[C@@H]2[C@@H](CO)O1)NCc1ccncc1	-6	-2	-15	-0.1	4	1	13	0.2
CC(C)=CCn1c2ccc(NC(=O)Nc3cccnc3)cc2c(=O)n1C	7	2	0	-0.4	·	-1	·	0.3
O=C(Nc1ccccc1F)c1ccc2c(c1)CCN2S(=O)(=O)c1ccccc1	-3	0	-12	-0.9	-3	2	-11	0.0
COCCCNc1ccn2nc(-c3ccccc3)cc2n1	57*	-6	10	-3.1	·	-1	0	0.0
COCCNC(=O)c1onc(CSc2cccc(Cl)c2)c1C(=O)O	2	1	-16	-2.3	·	-4	2	0.0
CCOC(=O)c1c(-c2ccccc2)c2cc(OC)ccc2n1CCCN(C)C	30	2	32	-5.0	10	-17	27	0.0
CC1CCN(C(=O)c2ccc(CSc3nc4ccncc4n3Cc3ccc(F)cc3)cc2)CC1	0	-1	7	-1.1	2	-4	-45	0.0
